SIRT5 inh – SIRT5 desuccinylase inhibitors, primary screen, biochemical, fluorescence imaging, single point, set 5; NAD-dependent protein deacylase sirtuin-5, mitochondrial (Homo sapiens), Q9NXA8; Purified SirT5, succinyl-peptide AMC, trypsin-coupled fluorescence; inhibition, % at 15 µM; hit rate 1.1% among 330,000; AID 652115, 2013; in the data active means inhibition above about 15%
Target sequence (Q9NXA8 whole entry, looked up): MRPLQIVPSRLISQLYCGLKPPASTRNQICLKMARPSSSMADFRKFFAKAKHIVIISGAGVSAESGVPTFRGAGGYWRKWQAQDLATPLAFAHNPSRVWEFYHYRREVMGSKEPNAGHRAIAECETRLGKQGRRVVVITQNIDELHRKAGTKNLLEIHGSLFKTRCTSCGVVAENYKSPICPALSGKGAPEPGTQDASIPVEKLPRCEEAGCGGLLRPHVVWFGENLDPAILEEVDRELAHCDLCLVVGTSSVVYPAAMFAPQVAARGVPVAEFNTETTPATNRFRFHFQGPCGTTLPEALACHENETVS
esBAF inh – Bmi1 luciferase reporter increase in mESCs, primary screen, esBAF inhibitor project, mouse ES cells, Bmi1 luciferase knock-in, single point; hit rate 2% among 350,000; 24 h; 100% = twice the neutral-well signal; reporter increase, % at 12.5 µM; AID 602393, 2012; in the data active means activation above about 40%;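 further: 0% = median of the plate's neutral control wells and 100% = double that signal; a rise in the Bmi1 reporter signal indicates esBAF inhibition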
ERp5 block – inhibitors of ERp5-driven insulin aggregation, primary screen, biochemical, turbidity, absorbance 650 nm, single point | Protein disulfide-isomerase A6 (Homo sapiens), Q15084 | 90 min | inhibition, % at 9.99 µM | hit rate 0.05% among 350,000 | AID 651711, 2012;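 active means mean replicate inhibition above about 25%, with every replicate also reaching it, limit read from the data, passing the limit was not always enough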
Target sequence (Q15084 whole entry, looked up): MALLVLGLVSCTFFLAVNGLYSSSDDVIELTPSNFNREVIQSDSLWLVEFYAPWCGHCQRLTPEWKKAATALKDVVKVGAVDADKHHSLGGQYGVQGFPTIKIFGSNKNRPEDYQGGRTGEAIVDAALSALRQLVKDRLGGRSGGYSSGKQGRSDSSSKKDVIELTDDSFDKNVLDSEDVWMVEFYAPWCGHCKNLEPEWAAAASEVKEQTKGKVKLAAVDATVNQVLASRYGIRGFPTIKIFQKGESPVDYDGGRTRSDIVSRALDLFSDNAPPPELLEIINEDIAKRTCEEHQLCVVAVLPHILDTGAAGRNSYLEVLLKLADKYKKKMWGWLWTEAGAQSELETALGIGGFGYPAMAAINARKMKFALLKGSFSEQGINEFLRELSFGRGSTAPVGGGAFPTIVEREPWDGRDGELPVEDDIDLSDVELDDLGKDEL
Statin myotox sup – suppressors of statin myotoxicity in C2C12 myotubes, primary screen, cell-based, single point, plate reader; C2C12 myotubes + simvastatin, ATP luminescence, 48 h; scaled: DMSO 0, geranylgeraniol control 100; hit rate 0.78% among 330,000; rescue of ATP level, % at 7.49 µM; AID 602340, 2012;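 active means mean ATP rescue above about 67%, or every replicate alone reaching that limit, limit read from the data, passing the limit was not always enough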;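 further: myotubes were challenged with 10 µM simvastatin during compound exposure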
miR122 inh – miR-122 Renilla sensor signal increase in Huh7, primary screen, miR-122 inhibitor project, cell-based, single point, plate reader; Huh7 miR-122 Renilla luciferase sensor, 48 h; neutral wells = 0, positive control = 100; activation (reporter increase), % at 12.5 µM; hit rate 0.3% among 340,000; AID 602342, 2012;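 active means mean replicate activation score at least 90 and every replicate individually at or above 90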;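 further: higher luciferase means less miR-122 activity so hits act as miR-122 inhibitors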
Cneo AK release – Cryptococcus neoformans cell lysis inducers, primary screen, AK release luminescence, single concentration. lysis activity, % at 15 µM. hit rate 0.2% among 360,000. C. neoformans lysis, adenylate kinase release luminescence, 4 h; normalised: neutral wells 0, clomiphene wells 100. AID 651654, 2012;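 active means mean lysis activity across replicates of at least 80%, whatever share of replicates individually reach that level; inactive means mean lysis activity below 80%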
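Material – log-phase Cryptococcus neoformans yeast cells · Input – 5 × 10^6 yeast cells/mL · Medium – fresh YPD growth medium · Doses – single compound concentration per well · Timing – static 4 h at 37 °C with compound, 1 h detection · Detection – adenylate kinase release luminescence · Read-out – signal increase indicating cell lysis · Control set – Clomiphene as positive lysis control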
ARNT TACC3 PPI – disruptors of ARNT/TACC3 protein interaction, primary screen, biochemical, AlphaScreen, single concentration; Transforming acidic coiled-coil-containing protein 3 (Homo sapiens), Q9Y6A5; AlphaScreen His-ARNT PAS-B/GST-TACC3 binding, luminescence; TACC3 fragment carries E629A point mutation; inhibition, % at 9.99 µM; hit rate 0.66% among 390,000; AID 623870, 2012;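 active means mean inhibition of replicates at least 50% and at least half of replicates each reaching 50%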;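 further: 0% = complete ARNT plus TACC3 wells and 100% = ARNT alone without TACC3; many hits fall short of the cut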
An asterisk follows results filed as active; nt = not tested or not shown; & = joins results of further samples; [ ] = remark or other dose.

SMILES	SIRT5 inh	esBAF inh	ERp5 block	Statin myotox sup	miR122 inh	Cneo AK release	ARNT TACC3 PPI
O=S(NCc1ccco1)C12CC3CC(CC(C3)C1)C2 (stereo unspecified)	-1.0	-1.5	1.4	-3.8	-8.3	1.5	-3.4
CCOc1ccc(NC(=O)CN(C)C(=O)C2CCN(C(=O)c3ccc(Cl)cc3)CC2)cc1OCC	-0.8	-0.2	-4.3	-8.7	-0.9	-1.2	nt
COc1ccc(CN(C)C[C@@H]2Oc3ccc(NS(=O)(=O)c4ccc(C)cc4)cc3C(=O)N([C@@H](C)CO)C[C@@H]2C)cc1	-1.1	1.6	3.5	27.2	-1.5[16.7 µM]	0.4	nt
CN(C)CCCNC(=O)c1ccc(Cl)c(S(=O)(=O)N(C)c2ccccc2)c1	nt	9.7	nt	-2.1	2.5	-1.3	-1.7
COc1ccccc1CNC(=O)C[C@@H]1C[C@H]2c3cc(N(C)C)ccc3O[C@H]2[C@H](CO)O1	-1.0&-1.2	10.6&3.7	3.8&-3.9	-0.1&-7.1	-2.9	0.2&-2.9	3.1
C[C@H](N)c1nnc(SCC(=O)c2ccc(Cl)cc2)o1	nt	-5.1	nt	118.5*	-1.2	-2.5	14.8
C[C@@H]1CN([C@H](C)CO)C(=O)c2cc(NS(=O)(=O)c3cccs3)ccc2O[C@H]1CN(C)C(=O)Nc1ccc(F)cc1	2.3	2.1	8.2	nt	-3.9[16.7 µM]	-1.9	-4.2
COCC(=O)Nc1ccc2c(c1)C(=O)N(C)C[C@H](OC)[C@H](C)CN(Cc1cccnc1)[C@H](C)CO2	-2.6	0.5	-4.9	-29.6	nt	-17.9	8.5
CC(C)(C)c1ccc(C(=O)NNC(=O)c2ccc(Cl)cc2)cc1	1.2	nt	-1.7	nt	nt	nt	-6.8
C[C@@H]1CCCCO[C@@H](CN(C)Cc2ccc(Cl)c(Cl)c2)[C@@H](C)CN([C@@H](C)CO)C(=O)c2cc(NC(=O)Cc3ccccc3)ccc2O1	3.7	2.7	4.5	47.0	5.2[16.7 µM]	1.8	2.9
COc1cccc(N2CCN(C(=O)CCC(=O)c3ccc(Cl)s3)CC2)c1	-3.1	-1.6	-3.8	0.5	-5.5	0.8	8.2
O=C(O)c1ccc(Nc2ccc3nonc3c2[N+](=O)[O-])cc1	6.7	0.3	-1.9	0.4	-8.2	-1.0	-1.6
C[C@@H]1CN([C@H](C)CO)C(=O)c2cc(Br)cnc2O[C@H]1CN(C)Cc1ccncc1	-4.5	2.3	4.7	23.9	-1.9[16.7 µM]	0.5	-4.3
COc1ccc(S(=O)(=O)N(C)C[C@H]2Oc3ccc(NC(=O)Nc4ccc5c(c4)OCO5)cc3CC(=O)N([C@H](C)CO)C[C@H]2C)cc1	1.9	1.1	3.9	-10.3	-10.7[16.7 µM]	2.6	7.2
CCOC(=O)C1CCCN(C2CC(=O)N(c3ccc(N4C(=O)CC(N5CCCC(C(=O)OCC)C5)C4=O)cc3)C2=O)C1 (stereo unspecified)	nt	nt	nt	nt	-1.8	-0.4	-7.8
Cc1noc(C)c1NC(=O)N(C)C[C@H]1Oc2ncc(C#CC3CCCCC3)cc2C(=O)N([C@@H](C)CO)C[C@H]1C	2.4	-0.7	12.4	nt	-13.5[16.7 µM]	-4.3	-1.0
C[C@H](CO)N1C[C@H](C)[C@@H](CN(C)Cc2ccncc2)Oc2ccc(NC(=O)CCN3CCOCC3)cc2C1=O	3.4	-1.4	0.4	-6.7	-1.2[16.7 µM]	-1.4	nt
Cn1c(CCN2CCCCC2)nc2cc([N+](=O)[O-])ccc21	-2.1	2.1	-2.3	13.7	-13.6	-1.2	-0.2
O=C1C=C(c2cccc(OCc3ccccc3)c2)C[C@@H](c2ccc3c(c2)OCO3)C1	0.0	-4.1	0.1	-3.8	-3.0	2.6	-2.1
C[C@@H]1CN([C@H](C)CO)C(=O)c2cc(NC(=O)Cn3cnnn3)ccc2O[C@@H]1CN(C)Cc1ccc(Cl)c(Cl)c1	6.1	-3.8	5.8	31.3	-10.3[16.7 µM]	-2.7	3.1

Reformatted with values under each structure: entries from further up
Results follow in this order: SIRT5 inh | esBAF inh | ERp5 block | Statin myotox sup | miR122 inh | Cneo AK release | ARNT TACC3 PPI
> C[C@H](N)c1nnc(SCC(=O)c2ccc(Cl)cc2)o1
  nt | -5.1 | nt | 118.5* | -1.2 | -2.5 | 14.8
> C[C@@H]1CN([C@H](C)CO)C(=O)c2cc(NS(=O)(=O)c3cccs3)ccc2O[C@H]1CN(C)C(=O)Nc1ccc(F)cc1
  2.3 | 2.1 | 8.2 | nt | -3.9[16.7 µM] | -1.9 | -4.2
> COCC(=O)Nc1ccc2c(c1)C(=O)N(C)C[C@H](OC)[C@H](C)CN(Cc1cccnc1)[C@H](C)CO2
  -2.6 | 0.5 | -4.9 | -29.6 | nt | -17.9 | 8.5
> CC(C)(C)c1ccc(C(=O)NNC(=O)c2ccc(Cl)cc2)cc1
  1.2 | nt | -1.7 | nt | nt | nt | -6.8

(continued)
SMILES	SIRT5 inh	esBAF inh	ERp5 block	Statin myotox sup	miR122 inh	Cneo AK release	ARNT TACC3 PPI
CCCCn1nc2cc(C(=O)NC3CCc4ccccc43)ccc2c1OCC (stereo unspecified)	-5.0	-10.7	7.0	16.9	30.5	0.0	0.1
COc1cc(OC)cc(C(=O)NCC(=O)NC(C)CCc2ccccc2)c1 (stereo unspecified)	-1.6	-1.0	-2.9	-8.6	-3.2	-1.4	-12.2
O=c1oc2ccc(Cl)cc2nc1/C=C(\O)c1cccs1	0.1	nt	2.5	nt	nt	nt	-3.6
O=C(c1ccc2c(=O)n(Cc3ccco3)c(=S)[nH]c2c1)N1CCN(c2ccccc2)CC1	nt	nt	nt	nt	3.3	-4.8	-5.0
Cc1ccc(-c2csc(NC(=O)c3c(C)noc3C)n2)cc1C	-1.5	19.8	7.7	-27.5	nt	2.4	nt
CCC(=O)Nc1ccc(C(=O)NNC(=O)c2ccc([N+](=O)[O-])cc2)cc1	-2.0	nt	-2.5	nt	nt	0.6	-2.7
COC(=O)CN1C(=O)[C@H]2[C@@H](/C=C/c3ccccc3)N3C(=O)CN(CC4CC4)C(=O)[C@@]3(Cc3ccccc3)[C@H]2C1=O	nt	-2.3	-5.1	8.6	-1.3	0.7	-2.2
CC(=O)Nc1ccc(N=Nc2c(C)[nH]n(C(N)=S)c2=O)cc1	2.6	49.2*	4.5	4.3	-29.9	nt	2.3
Cc1c(C)c2cc(Cl)c(O)c(CN3CCN(C)CC3)c2oc1=O	nt	nt	nt	nt	4.2	-0.3	-3.7
CCCCSc1ncc(C(=O)OCC)c(N)n1	nt	32.1	nt	-22.0	2.2	-20.7	-8.0
O=C(C1CC1)N1CCc2cc(S(=O)(=O)NC3CCN(Cc4ccccc4)CC3)ccc21	nt	7.7	nt	-0.1	5.3	-4.5	26.7
COc1ccc(CC(=O)Nc2ccc(N(C)C)c3ccccc23)cc1	4.4	-2.8	1.7	0.4	11.7	1.6	-0.9
O=C(C1CC(=O)N(c2ccc(Cl)cc2)C1)N1CCC(c2nc3ccccc3[nH]2)CC1 (stereo unspecified)	10.7	8.6	0.7	-7.1	-7.6	2.9	3.2
O=C(Nc1ccccc1)N1CCn2c(nc3ccccc32)C1	nt	8.2	nt	-7.9	1.6	nt	29.4
CCC(CC)COC(=O)C(C#N)c1nc2ccccc2nc1N1CCN(CC)CC1 (stereo unspecified)	nt	-4.3	nt	-2.1	-0.9	13.8	34.1
COc1ccc(C(=O)Nc2sc3c(c2C(=O)NCc2ccco2)CCCC3)cc1OC	nt	-8.5	nt	-27.5	1.1	0.0	2.3
O=C(Cn1cnc([N+](=O)[O-])c1)Nc1ccc(F)c(Cl)c1	-3.6	4.2	0.6	10.0	1.9	4.5	-3.9
CNC(=O)c1cc(C(=O)c2c(Cl)cccc2Cl)c[nH]1	0.2	nt	9.3	nt	nt	nt	-3.3
COCCN(C(=O)COC(=O)CSc1ccc(Cl)cc1)c1c(N)n(CC(C)C)c(=O)[nH]c1=O	2.2	-0.6	-2.7	5.4	-1.6	1.5	-1.3
Cc1[nH]c(=O)[nH]c(=O)c1S(=O)(=O)N1CCN(c2ccccc2F)CC1	nt	14.3	nt	2.9	2.7	1.4	-5.3
CO[C@@H](C(=O)N(C)C[C@H]1OCc2ccccc2-c2ccccc2C(=O)N([C@@H](C)CO)C[C@@H]1C)c1ccccc1	19.3*	5.9	-3.3	-12.8	nt	-4.7	-1.4
COc1cc(OC)cc(C(=O)Nc2nnc(Cc3ccc(OC)c(OC)c3)s2)c1	-0.9	1.6	-1.7	-5.9	-2.0	6.0	-4.8
CCN1CCN(c2sc(S(C)(=O)=O)nc2S(=O)(=O)c2ccc(C)cc2)CC1	-1.0	-10.7	3.5	9.6	-6.1	0.0	-4.8
CC(C)COc1ccc(C(=O)N(CC(=O)Nc2ccccc2C(F)(F)F)Cc2ccco2)cc1	4.0	nt	-5.6	nt	nt	nt	2.0
Cc1onc(-c2ccccc2)c1C(=O)N(Cc1ccccc1)C(C)C	-4.9	0.8	0.2	-10.0	1.8	-0.1	10.3
COc1ccc(-c2cc(C)no2)cc1S(=O)(=O)NCCCN1CCN(c2ccccc2)CC1	2.5	-3.2	2.1	1.2	nt	2.5	3.2
COc1ccc(N2C(=O)C3C(C2=O)C(C(=O)c2ccc(Cl)cc2)N2CCCC32)cc1 (stereo unspecified)	-0.4	nt	1.5	nt	nt	nt	2.9
CCOC(=O)c1c(C)[nH]c(C)c1S(=O)(=O)NCc1cc(C)ccc1C	2.5	-4.6	4.8	-6.1	73.1	nt	3.2
Cc1ccc(NC(=O)CSc2ncnc3ccccc23)cc1S(=O)(=O)N1CCOCC1	1.2	nt	5.9	nt	6.3	-0.3	-2.0
NS(=O)(=O)c1ccc(F)c(C(=O)O)c1	18.7*	-7.3	7.8	-0.9	-20.1	21.7	-6.3
O=C1C(=O)N(Cc2ccncc2)C(c2cccc(O)c2)/C1=C(\O)c1ccc2c(c1)OCCO2 (stereo unspecified)	-1.1	1.9	-15.7	25.8	13.1	-1.7	26.5
O=C(CN1CCOCC1)N1CCN(S(=O)(=O)c2ccccc2)C1c1ccccc1 (stereo unspecified)	nt	-2.1	nt	5.7	8.1	-1.2	2.4
Cc1nc(CCNC(=O)c2cc(COc3ccc(F)cc3Cl)on2)sc1C	4.2	-4.9	3.2	-5.9	29.3	-4.3	-7.3
C=CCn1c(=O)c2ccccc2n2c(SCC(=O)NCC)nnc12	-3.4	1.0	3.2	3.6	-8.2	0.2	-5.9
N=c1sccn1CC(=O)Nc1cc(S(=O)(=O)N2CCCC2)ccc1Cl	-1.2	3.3	1.9	-7.2	-7.9	-2.0	2.3
C[C@@H]1CN([C@@H](C)CO)C(=O)c2cccc(NC(=O)c3ccncc3)c2O[C@@H]1CN(C)C(=O)Nc1ccc2c(c1)OCO2	-2.2	14.7	10.2	-22.6	-3.3[16.7 µM]	-6.9	-4.3
CC(=O)N1CCN(S(=O)(=O)c2cccc(C(=O)N(C)Cc3ccc(C)o3)c2)CC1	-1.5	-10.8	5.7	-9.2	nt	-1.9	-3.8
CCCCN1CN(S(=O)(=O)c2ccc(OC)cc2)c2nc3ccccc3nc21	-8.6	5.1	nt	-4.8	nt	-1.6	-4.0
CC1Oc2ccccc2C=C1/C=C1/SC(N2CCOCC2)=NC1=O (stereo unspecified)	nt	nt	nt	nt	52.7	-0.4	-6.3
O=C(Nc1ccc(Cl)cn1)C1COc2ccccc2O1 (stereo unspecified)	-0.3	nt	-1.4	nt	nt	nt	-4.7
CCOc1ccccc1NC(=O)NC1(C(=O)NCC2CCCO2)CCCCC1 (stereo unspecified)	-1.1	-1.4	-0.5	2.4	-1.1	0.6	1.3
COc1ccc(NC(=O)NNC(=O)CCc2ccc(O)c(O)c2)cc1OC	3.2	-1.5	5.6	7.5	-1.9	3.8	-7.6

Source: PubChem (Broad Institute)
